Chronic BCR inh = qHTS Assay to Find Inhibitors of Chronic Active B-Cell Receptor Signaling | ABC-DLBCL IkBa-CBG/CBR reporter, luminescence ratio, 4 h | Potency, µM (titrated, usually from 46.1 µM), for the others: at the highest dose ratio change, negative = lower green/red ratio, hits mostly inhibitors | 0.05% of 340,000 active | AID 493014, 2011; active means well fitted inhibition curve with a large enough effect in the signal ratio, with a control signal flat, not every such curve was filed as active; inconclusive means small, poorly fitted or top-dose-only effect, or effect the other way, or a change in a side signal; the % refers to the signal ratio;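 further: plate controls were basal doxycycline-induced cells for no effect and cells given 10 µM MG132 for full effect; MG132 reads +100%, hits lower the ratio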
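Concentration-response series (up to 46 uM) were applied to TMD8 dual-reporter cells for 4 h at 37C with doxycycline. Green/red ratio, after filter-overlap correction, defined %Activity; red signal alone was normalised to basal cells and zero luminescence.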
The depositor's hits bear a star; ? = inconclusive. Potency means the concentration at half of the fitted maximal effect.

SMILES | Chronic BCR inh
CCc1ccc(NC(=O)N2CCC(N3CCN(Cc4ccc(C)cc4)C(=O)C3=O)CC2)cc1 | 10%
CC(=O)c1ccc(N2CCN(C(=O)C3CCN(S(=O)(=O)c4cccc5nonc45)CC3)CC2)cc1 | 0%
Cc1cccc(C(=O)NCC(c2cccs2)S(=O)(=O)c2cccs2)c1 (stereo not given) | 4%
CC(=O)Nc1ccc(Nc2ncnc3c2c(-c2ccccc2)cn3-c2ccc(C)c(Cl)c2)cc1 | -48%
COc1ccc(NC(=O)c2c(NCc3cccs3)sc3c2CCCCC3)cc1 | ?
Cc1cccc(-n2c(=O)c3c4c(sc3n3c(C)nnc23)CCCC4)c1 | 4%
COc1cc(Nc2nc(SCc3ccc(Cl)cc3)nc3ccccc23)cc(OC)c1 | ?
CC(=O)c1ccc(N2CCN(C(=O)CCCCn3c(=O)[nH]c4ccccc4c3=O)CC2)cc1 | 3%
CC1CCCN(c2ncnc3c2nnn3C)C1 (stereo not given) | ?
COc1ccc(C)cc1NC(=O)c1oc2ccc(S(=O)(=O)N3CCOCC3)cc2c1C | 4%
CN1C(=O)C2(SCC(=O)N2c2ccc(Cl)cc2)c2ccccc21 (stereo not given) | ?
COC(=O)c1cc(NC(=O)c2cnc(SC)nc2-c2ccccc2)cc(C(=O)OC)c1 | 16%
COc1ccc(NC(=O)C2CCN(S(=O)(=O)c3cccc(-c4noc(C)n4)c3)CC2)cc1OC | -30%
CCOc1ccc2nc(N3CCN(C(=O)CS(=O)(=O)c4ccc(F)cc4)CC3)sc2c1 | -19%
COCCn1ccc2c(OCC(=O)Nc3cccc(C(F)(F)F)c3)cccc2c1=O | ?
Cc1ccc(CN2C(=O)N(c3ccc(C)c(Cl)c3)S(=O)(=O)c3ccccc32)cc1 | 16%
Cc1c(Cl)cccc1NC(=O)CSc1nc(=O)n(Cc2ccncc2)c2c1CCC2 | 0%
CCOC(=O)c1c(S(=O)(=O)NCC(=O)Nc2ccc(C(C)=O)cc2)c(C)n(C)c1C | 0%
CCc1c(-c2ccccc2)nc2ccccc2c1C(=O)NCc1ccc(C)cc1 | -21%
Cc1cccc(Cn2c(CN3CCC(C(=O)NCc4ccccc4Cl)CC3)cc3ccccc32)c1 | 0%
CC(=O)c1ccc(NC(=O)CN2C(=O)CN(C)C(=O)c3ccccc32)cc1 | -14%
CCCCC(CC)CNC(=O)Cc1ccc(-n2c(=O)[nH]c3ccccc3c2=O)cc1 (stereo not given) | 12%
Cc1cc2c(cc1S(=O)(=O)N(C)CC(=O)Nc1ccc(C#N)cc1)OCC(=O)N2 | -4%
COc1cccc(C(c2sc3nc(-c4ccco4)nn3c2O)N2CCN(c3ccccc3F)CC2)c1 (stereo not given) | 8%
Cc1ccc(C(=O)NCC(c2cccs2)S(=O)(=O)c2ccccc2)cc1C (stereo not given) | 14%
O=C(NCCc1ccc(Cl)cc1)C(=O)NCC(c1ccco1)S(=O)(=O)c1cccs1 (stereo not given) | -10%
Cc1nc2ccccc2c(=O)n1-c1ccc(NC(=O)c2ccc([N+](=O)[O-])cc2)cc1 | 5%
COc1cccc(N2CC(NC(=O)Cc3cccs3)CC2=O)c1 (stereo not given) | ?
COc1ccc(C)cc1NC(=O)c1cc(S(=O)(=O)N2CCc3ccccc3C2)ccc1F | 11%
O=C(CCN1N=C(c2ccccc2)CCC1=O)NCCc1ccc(Cl)cc1 | ?
COc1ccc(CNC(=O)C2(c3cccs3)CCOCC2)cc1 | -1%
COc1cc(-c2ccno2)ccc1S(=O)(=O)N1CCN(c2cc(C)ccc2C)CC1 | 8%
CCOC(=O)C1CCN(S(=O)(=O)c2cc3c4c(c2)CC(=O)N4CCC3)CC1 | ?
O=C(COc1ccc(Cl)cc1)NCC(c1cccs1)S(=O)(=O)c1ccc(F)cc1 (stereo not given) | -8%
CCc1ccc(-n2c(SCc3ccccc3C)nc3[nH]ncc3c2=O)cc1 | ?
CCN(CC)c1ccc(C(=O)NCc2ccc3c(c2)CCN3C(=O)c2cccc(C)c2)cc1 | 5%
Cn1nnc2c(N3CCN(c4ccccc4)CC3)ncnc21 | ?
O=C(CC1N=C2c3ccccc3N=C(SCc3ccc(F)cc3)N2C1=O)NCc1ccc2c(c1)OCO2 (stereo not given) | -6%
CCOC(=O)C(CC)Sc1nnc2[nH]c(=O)cc(C)n12 (stereo not given) | ?
COC(=O)c1ccc(C2C=C(c3ccc(Cl)cc3)Nc3nc4ccccc4n32)cc1 (stereo not given) | ?
CC(=O)C1=C(c2ccc(F)cc2)N(C(C)=O)n2c(nnc2C2CCCCC2)S1 | 0%
Cc1c(Cl)cccc1NC(=O)CSc1nc(=O)n(Cc2ccccn2)c2c1CCC2 | 2%
COc1ccc2nc(N3CCN(C(=O)C4CC4)CC3)sc2c1 | 18%
O=C(NCc1ccc2c(c1)CCN2C(=O)c1ccccc1)c1ccc(Br)o1 | -7%
COc1cc(Nc2nc(SCc3ccccc3Cl)nc3ccccc23)cc(OC)c1 | ?
Cc1ccc(CSc2nc3ccccc3c3nc(CCn4c(C)nc5ccccc54)nn23)cc1 | 3%
COc1ccc(CC(=O)N2CCc3cc(OC)c(OC)cc3C2COc2ccc(F)cc2)cc1OC (stereo not given) | -19%
COc1ccc2oc(-c3ccc(C)c(NC(=O)c4cccnc4)c3)nc2c1 | ?
Cc1ccc(S(=O)(=O)N2CCC(c3ccncc3)CC2)c(C)c1 | -14%
Cc1ccc(NC(=O)Cn2nc(-c3ccccc3)nc(Cc3ccccc3)c2=O)cc1 | ?
CC(=O)Nc1cccc(-c2nc(-c3ccccc3)no2)c1 | ?
CCCCC(CC)CNC(=O)CN1C(=O)CSc2ccc(S(=O)(=O)N3CCOCC3)cc21 (stereo not given) | -3%
O=C(NC1CC(=O)N(c2cccc(F)c2)C1)c1ccc(S(=O)(=O)N2CCOCC2)cc1 (stereo not given) | -8%
O=C(NC1CCCC1)c1ccc2c(c1)N(Cc1ccccc1)C(=O)c1ccccc1S2 | -1%
COc1ccc(-c2c(C)c3cc(OC(=O)N4CCOCC4)ccc3oc2=O)cc1OC | ?
COc1ccc(NC(=O)c2c(NCc3ccc(OC)c(OC)c3OC)sc3c2CCC3)c(OC)c1 | -1%
Cc1c(C(=O)Nc2cccc(Cl)c2)oc2ccc(S(=O)(=O)N3CCCCCC3)cc12 | ?
CCOc1ccc(C(=O)Nc2ccc(-n3nncc3-c3ccc(OC)cc3)cc2)cc1 | -29%
CCOC(=O)N1CCc2c(sc(NCc3ccc(N(C)C)cc3)c2C(=O)Nc2ccccc2OCC)C1 | -3%
CC(=O)c1ccc(NC(=O)CSc2nnc3ccc(-c4ccc(F)cc4)nn23)cc1 | -1%
The list goes on.
SMILES | Chronic BCR inh
Cc1cccc(C(=O)Nc2ccc(N3CCC(N4CCCCC4)CC3)c(C(=O)O)c2)c1 | 2%
COCCCNC(=O)c1ccc2c(c1)N(Cc1ccccc1)C(=O)c1ccccc1S2 | 2%
CCCCNC(=O)C1CCCN(S(=O)(=O)CCC)C1 (stereo not given) | -2%
CCc1ccc(NC(=O)CSC2=Nc3ccccc3C3=NC(CC(=O)NCc4ccc5c(c4)OCO5)C(=O)N23)cc1 (stereo not given) | 11%
CC(C)c1ccc(C2=CC(c3cccc(Cl)c3)n3ncnc3N2)cc1 (stereo not given) | ?
COc1ccc(NC(=O)c2cc3c(=O)n(C)c4cc(Cl)ccc4c3s2)cc1Cl | 9%
CN(C)c1ccc(NC(=O)CSc2nc3ccsc3c(=O)n2CCCCCC(=O)O)cc1 | -12%
Cc1cccc(C(=O)N2CCc3cc(CNC(=O)Cc4ccc(F)cc4)ccc32)c1 | -28%
Cc1c(Cl)cccc1-n1c(SCC(=O)NCc2ccccc2)nc2n[nH]c(C)c2c1=N | -16%
Cc1ccc(NC(=O)CN2C=NS(=O)(=O)c3ccccc32)c(C)c1 | -7%
CCN1CCN(C(c2ccc(C)cc2)c2sc3nc(-c4ccco4)nn3c2O)CC1 (stereo not given) | 1%
c1ccc(CN2CCN(c3ncnc4c3cnn4-c3ccccc3)CC2)cc1 | 2%
Cc1oc(-c2ccc(Cl)cc2)nc1CS(=O)CC(=O)N1CCN(c2cccc(C(F)(F)F)c2)CC1 (stereo not given) | 7%
CCOC(=O)C1CCC(CN(Cc2ccccc2)S(=O)(=O)c2ccc(Cl)cc2)CC1 (stereo not given) | 9%
COc1ccc(-c2nc3sc(CCNC(=O)C(=O)Nc4cccc(NC(C)=O)c4)c(C)n3n2)cc1 | ?
Cc1ccc(-n2c(SCC(=O)Nc3cccc(Cl)c3)nc3n[nH]c(C)c3c2=N)cc1 | -18%
O=C(CCn1nc(-c2ccc(Cl)cc2)ccc1=O)NCCc1ccccc1 | ?
Clc1cccc(-n2ncc3c(NC4CCCCCC4)ncnc32)c1 | ?
CCC(Sc1nc2c(sc3ccccc32)c(=O)n1CCc1ccccc1)C(=O)N(CC)CC (stereo not given) | 9%
O=C(COc1ccc(Br)cc1Br)Nc1ccc(S(=O)(=O)Nc2ncccn2)cc1 | 6%

Filtered by structure, those above with a COOH group.
SMILES | Chronic BCR inh
Cc1cccc(C(=O)Nc2ccc(N3CCC(N4CCCCC4)CC3)c(C(=O)O)c2)c1 | 2%
CN(C)c1ccc(NC(=O)CSc2nc3ccsc3c(=O)n2CCCCCC(=O)O)cc1 | -12%

More compounds.
SMILES | Chronic BCR inh
O=C(CN1C(=O)c2ccccc2Sc2ccc(C(=O)N3CCOCC3)cc21)Nc1ccc(Cl)cc1F | -13%
CCCS(=O)(=O)NCCc1sc2nc(-c3ccc(Cl)cc3)nn2c1C | 0%
CCc1ccccc1N1C(=O)N(C)c2ccccc2S1(=O)=O | 15%
CCOC(=O)CCCCN(Cc1ccccc1F)S(=O)(=O)c1ccc(F)c(C(=O)Nc2cc(Cl)cc(Cl)c2)c1 | 10%
Cc1cc(C)c(C#N)c(SCC(=O)Nc2ccccc2C#N)n1 | 0%
COc1ccc(N2CCN(c3ncnc4c3nnn4C)CC2)cc1 | ?
COc1ccc(S(=O)(=O)NCC(c2ccco2)N2CCN(c3ccccc3F)CC2)cc1OC (stereo not given) | -1%
CCOC(=O)c1c(C)[nH]c(C)c1S(=O)(=O)N1CCC(C(=O)N2CCN(c3cccc(C)c3C)CC2)CC1 | 4%
Cc1cccc(CCNC(=O)C2CCC(CNS(=O)(=O)c3ccccc3)CC2)c1 (stereo not given) | -7%
COc1cccc2cc(-c3nc(-c4ccc(C)cc4)c(C)s3)c(=O)oc12 | 1%
CCCCCCc1cc2cc(-c3cn4c(n3)sc3cc(OC)ccc34)c(=O)oc2cc1O | 4%
CC(C)c1ccc(NC(=O)c2cc(S(=O)(=O)N3CCc4ccccc4C3)ccc2F)cc1 | 0%
O=C(NCc1ccco1)c1ccc2c(c1)N(Cc1cccc(Cl)c1)C(=O)c1ccccc1S2(=O)=O | -1%
Cc1cc(C)cc(NC(=O)Cc2c(C(=O)O)c(C)cn2C)c1 | 13%
COc1ccc(C(=O)N2CCC(c3ccncc3)CC2)cc1OC | -10%
CCN(c1ccccc1)c1ncnc2c1cnn2-c1ccc(OC)cc1 | ?
Cc1ccc(CNC(=O)CN2N=C(c3ccc(C)cc3)CCC2=O)cc1 | -18%
Cc1ccc(CNc2ncnc3c2cnn3-c2ccc(C)cc2C)cc1 | ?
COc1ccc(C)cc1NC(=O)c1ccc2c(c1)N(Cc1cccc(Cl)c1)C(=O)c1ccccc1S2=O (stereo not given) | -12%
CCn1c(SCC(=O)N2CCC(C)CC2)nnc1-c1ccccc1O | -3%

By substructure: those above containing an NH in an aromatic ring
SMILES | Chronic BCR inh
CC(=O)c1ccc(N2CCN(C(=O)CCCCn3c(=O)[nH]c4ccccc4c3=O)CC2)cc1 | 3%
CCCCC(CC)CNC(=O)Cc1ccc(-n2c(=O)[nH]c3ccccc3c2=O)cc1 (stereo not given) | 12%
CCc1ccc(-n2c(SCc3ccccc3C)nc3[nH]ncc3c2=O)cc1 | ?
CCOC(=O)C(CC)Sc1nnc2[nH]c(=O)cc(C)n12 (stereo not given) | ?
Cc1c(Cl)cccc1-n1c(SCC(=O)NCc2ccccc2)nc2n[nH]c(C)c2c1=N | -16%
Cc1ccc(-n2c(SCC(=O)Nc3cccc(Cl)c3)nc3n[nH]c(C)c3c2=N)cc1 | -18%
CCOC(=O)c1c(C)[nH]c(C)c1S(=O)(=O)N1CCC(C(=O)N2CCN(c3cccc(C)c3C)CC2)CC1 | 4%

Later entries
SMILES | Chronic BCR inh
Cc1ccc(/C=C/c2nc3ccccc3[nH]2)cc1 | ?
Cc1cccc(CC(=O)NC2CC(=O)N(c3ccccc3)C2)c1 (stereo not given) | 2%
CC1=Nc2cc(C(=O)NCc3ccc(C)cc3)ccc2Sc2ccc(Cl)cc21 | 1%
COc1ccc(N2CC(NC(=O)c3ccc4c(c3)OCO4)CC2=O)cc1OC (stereo not given) | 1%
COc1cccc(-n2c(=O)c3c(C)c(C(=O)N(C)C)sc3n(Cc3cccc(C)c3)c2=O)c1 | ?
CC(C)(C)C(=O)N1CCN(c2nc3c(F)cccc3s2)CC1 | ?
COCCCNC(=O)Cn1c(=O)n(-c2cccc(C)c2)c(=O)c2c1c1cc(C)ccc1n2C | -1%
O=C(NCc1ccccc1)C(=O)NCC(c1ccco1)S(=O)(=O)c1cccs1 (stereo not given) | 2%

An excerpt of these results, as labelled records:
Cn1nnc2c(N3CCN(c4ccccc4)CC3)ncnc21
- Chronic BCR inh: ?

CC(=O)Nc1ccc(Nc2ncnc3c2c(-c2ccccc2)cn3-c2ccc(C)c(Cl)c2)cc1
- Chronic BCR inh: -48%

COc1ccc(CNC(=O)C2(c3cccs3)CCOCC2)cc1
- Chronic BCR inh: -1%

COc1ccc(NC(=O)C2CCN(S(=O)(=O)c3cccc(-c4noc(C)n4)c3)CC2)cc1OC
- Chronic BCR inh: -30%

An excerpt; the hit share may differ from the screen's.
